GLA spleen mod – qHTS Assay for Inhibitors and Activators of Human alpha-Galactosidase From Spleen Homogenate; AID 2107, 2009; Alpha-galactosidase A (Homo sapiens), P06280; hit rate 0.008% among 240,000; human spleen homogenate, 4MU-alpha-Gal fluorescence, 40 min; Potency, µM (highest dose often 80 µM), inactives show at the top dose activity change, negative = inhibition, actives largely listed as inhibitors;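 further: 0% = enzyme with vehicle and -100% = no enzyme basal signal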
Target sequence (P06280 32-429 limits assumed): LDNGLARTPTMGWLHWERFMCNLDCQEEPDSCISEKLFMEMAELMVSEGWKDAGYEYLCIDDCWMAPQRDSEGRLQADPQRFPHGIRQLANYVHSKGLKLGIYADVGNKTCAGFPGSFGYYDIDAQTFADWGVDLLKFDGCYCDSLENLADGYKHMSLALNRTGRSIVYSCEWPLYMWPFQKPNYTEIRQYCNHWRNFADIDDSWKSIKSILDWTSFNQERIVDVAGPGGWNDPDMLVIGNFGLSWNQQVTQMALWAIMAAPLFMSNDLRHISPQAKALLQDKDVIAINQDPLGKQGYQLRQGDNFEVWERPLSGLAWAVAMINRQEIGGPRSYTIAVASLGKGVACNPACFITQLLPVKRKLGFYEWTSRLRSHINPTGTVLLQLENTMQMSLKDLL
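Fluorogenic readout (Ex 365/Em 440 nm) of 4-methylumbelliferone released from 1 mM 4-MU-alpha-galactoside by spleen homogenate, 40 min at 37C, pH 5.0. Data normalized to no-enzyme and enzyme controls; Hill-equation AC50 from compound titrations.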
GAA glycogen – qHTS Assay for Inhibitors and Activators of Human alpha-Glucosidase Cleavage of Glycogen | Lysosomal alpha-glucosidase (Homo sapiens), P10253 | recombinant GAA, glycogen substrate, Amplex Red glucose oxidase fluorescence | Potency, µM (top dose mostly 76.4 µM), for inactives: top-dose activity change, negative = inhibition, hits mostly inhibitors | hit rate 0.38% among 300,000 | AID 2100, 2009;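 further: 0% = full enzyme reaction and -100% = no-enzyme basal signal; the screen sought inhibitors and activators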
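qHTS, 1536-well; enzyme 4 nM final; cpd up to 77 uM; substrate bovine liver glycogen 30 ug; 50 mM citrate/phosphate pH 5.0, 0.01% Tween-20; 37 C, 40 min; Amplex Red detection 45 min RT; Hill fit → AC50.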
Tau fluor cs – Counterscreen qHTS for Inhibitors of Tau Fibril Formation, Fluorescence Polarization. tau K18 P301L Alexa594 fluorescence, heparin fibrillization. Potency, µM (titrated, usually from 57.7 µM), for inactives: at the highest dose activity change, negative = decrease. hit rate 0.93% among 280,000. AID 1463, 2008; further: on the % scale 0 is the no-effect control and ±100 the full control effect; nearly all actives have a fitted effect of over 55% in size
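Human K18 P301L tau (15 uM unlabeled plus 0.24 uM Alexa 594-labeled, final) in 100 mM sodium acetate pH 7 was mixed with compound and 20 uM heparin and incubated 6 hr at 37 C.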
Tau FP inhib – qHTS for Inhibitors of Tau Fibril Formation, Fluorescence Polarization | K18 P301L tau heparin fibrillization, Alexa594 FP, 6 h | Potency, µM (doses to about 57.7 µM), inactives show top-dose activity, negative = inhibition, actives largely listed as inhibitors | hit rate 0.39% among 280,000; further: on the % scale 0 is the no-effect control and ±100 the full control effect; nearly all actives have a fitted effect of over 55% in size
Target sequence (P10636 561-689 P618L limits assumed): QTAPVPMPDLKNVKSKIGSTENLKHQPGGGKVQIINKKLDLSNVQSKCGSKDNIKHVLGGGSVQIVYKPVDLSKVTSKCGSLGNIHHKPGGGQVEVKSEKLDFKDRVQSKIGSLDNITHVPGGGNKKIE
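FP of Alexa 594-tau after heparin (20 uM) induction. Substrate: human K18 P301L, 15 uM unlabeled, 0.24 uM labeled. Buffer 100 mM sodium acetate pH 7. 6 hr, 37 C.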
GAA inhib – qHTS Assay for Inhibitors of Human alpha-Glucosidase as a Potential Chaperone Treatment of Pompe Disease | purified human GAA, 4-MU-alpha-glucoside fluorescence | AID 1466, 2008 | Potency, µM (series often up to 76.9 µM), inactives show at the highest dose activity change, negative = inhibition, actives largely listed as inhibitors | hit rate 0.005% among 200,000 | Lysosomal alpha-glucosidase (Homo sapiens), P10253;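 further: plate controls were uninhibited enzyme wells for no effect and no-enzyme background for full effect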
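AC50 values come from Hill fits of compound titrations (up to 77 uM) against 4 nM human enzyme. Substrate 4-methylumbelliferyl-alpha-D-pyranoside at 400 uM, pH 5.0 citrate buffer, 20 min room temperature; fluorescence Ex 365/Em 440 after alkaline stop.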
Tau ThT inhib – qHTS for Inhibitors of Tau Fibril Formation, Thioflavin T Binding; Microtubule-associated protein tau (Homo sapiens), P10636; recombinant tau K18 P301L, heparin-induced fibrillization, ThT fluorescence; Potency, µM (titrated, usually from 57.4 µM), without a hit: at the highest dose activity, negative = inhibition, most hits filed as inhibitors; hit rate 2.1% among 270,000; further: on the % scale 0 is the no-effect control and ±100 the full control effect; nearly all actives have a fitted effect of over 55% in size
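Using a mix of unlabeled (15 uM) and Alexa 594-labeled (0.24 uM) tau K18 P301L, heparin-triggered fibrillization over 6 hr at 37 C was scored by ThT fluorescence.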
HTT cytoprotect – qHTS Multiplex Assay to Identify Dual Action Probes in a Cell Model of Huntington: Cytoprotection (ATP); Potency, µM (highest dose often 56.4 µM), for the others: cytoprotection (ATP increase), hits mostly activators; hit rate 0.14% among 230,000; AID 1471, 2008; PC12 HTT-Q103 induced, cytoprotection, ATP luminescence, 40 h;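 further: % of control where 0% means no effect; nearly all actives have a fitted effect of over 45% in size; toxic huntingtin expression switched on by the ecdysone agonist tebufenozide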
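Compounds were screened for protection of PC12 cells against cell death after tebufenozide induction (100 nM final) of mutant Huntingtin exon 1 (Q103) fused to GFP.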
GAA spleen mod – qHTS Assay for Inhibitors and Activators of Human alpha-Glucosidase From Spleen Homogenate | Lysosomal alpha-glucosidase (Homo sapiens), P10253 | human spleen homogenate, 4-MU-alpha-glucoside fluorescence | Potency, µM (highest dose often 79.9 µM), without a hit: at the top dose activity change, negative = inhibition, actives largely listed as inhibitors | hit rate 0.006% among 240,000 | AID 2112, 2009;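 further: 0% = enzyme with vehicle and -100% = no enzyme basal signal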
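Human spleen homogenate (1 ug) with 4-methylumbelliferyl-alpha-D-glucopyranoside (1 mM final) in 50 mM citrate/phosphate pH 5.0, 0.01% Tween-20; 40 min at 37 C. Stopped at pH 10; 4-MU fluorescence Ex 365/Em 440 nm; AC50 by Hill fit.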
Numbers without * were called inactive; ? = inconclusive; · = not tested or not shown; & = joins results of further samples; [ ] = dose if it differs, or a comment. The call rests on the fitted dose curve; in most records, active means well fitted curve in the direction sought with a large enough effect; inconclusive means small, poorly fitted or top-dose-only effect, or another doubt; inactive means no such curve, though single readings can be large; an effect the other way counts as inactive or inconclusive. Potency means the concentration at half of the fitted maximal effect.

molecule,GLA spleen mod,GAA glycogen,Tau fluor cs,Tau FP inhib,GAA inhib,Tau ThT inhib,HTT cytoprotect,GAA spleen mod
Nc1c(C(=O)NC2CCCC2)c2nc3ccccc3nc2n1N,-17%,-3%,-24%,-4%,5%,?,-18%[0.074 µM],0%
Cc1ccc([N+](=O)[O-])cc1S(=O)(=O)n1ccnc1C,4%,-9%,-10%,4%,6%,-3%,-36%[10 µM],1%
N#CC1=C(N)SC(N)=C(C#N)C1c1ccoc1,-2%,-10%,?,?,0%,22µM*,5%[10 µM],-7%
CC(=O)NNC(=O)N1Cc2ccccc2Oc2ccc(Cl)cc21,9%&8%,·,-14%&-5%,-3%&1%,·,?,1%,9%&6%
CNC(=O)c1[nH]cnc1C(=O)Nc1ccccc1OC,5%,4%,-1%,1%,4%,-9%,-2%[10 µM],-3%
COCCNC(=O)C(NC(=O)C1CCC(C)CC1)C(C)C (configuration not stated),-2%,-13%,-8%,-4%,5%,-4%,7%,2%
Cc1c([N+](=O)[O-])ccc(S(=O)(=O)N2CCC(C(N)=O)CC2)c1C,9%,-10%,2%,-2%,-7%,-3%,-46%[inhibitor][10 µM],-11%
Cc1ccc(SCc2cc(=O)[nH]c(N3CCN(C)CC3)n2)cc1,-4%,2%,-1%,0%,2%,-11%,-10%,-14%
O=C(NCc1ccccc1)c1ccc2c(c1)N(Cc1ccc(F)cc1)CCS2,·,-15%[76.3 µM],?,?,·,-8%,·,·
Clc1ccc(N/N=C/c2ccncc2)cc1Cl,7%,-25%,?,?,-14%,?,15%[10 µM],0%

(next part)
molecule,GLA spleen mod,GAA glycogen,Tau fluor cs,Tau FP inhib,GAA inhib,Tau ThT inhib,HTT cytoprotect,GAA spleen mod
O=C(/C=C/NCc1ccc(F)cc1)c1ccccc1,5%,1%,4%,4%,-1%,3%,0%[10 µM],1%
CCCNC(=O)OC[C@H]1O[C@H](CCO/N=C/[C@@H](NS(=O)(=O)c2ccc(C)cc2)[C@H](C)/C=C/CC(=O)OC)C=C[C@@H]1Oc1ccc(OC)cc1,-13%,2%,-23%,-9%,-5%,-20%,·,-2%
Cc1ccccc1N1C(S)=C(C#N)C(=O)NC1c1ccco1 (configuration not stated),5%,-20%,-22%,?,-8%,25µM*,5%[10 µM],-16%
COC(=O)/C=C/C(=O)N1CCN(c2cccc(Cl)c2)CC1,0%,1%,-1%,-1%,7%,-17%,12%[10 µM],10%
CCCCC[C@H](O)/C=C/C=C\C=C\C=C\[C@@H](O)[C@@H](O)CCCC(=O)O,-2%&-6%,·,1%&-14%,-11%&2%,·,3%&-12%,-10%&13%,10%&-1%
CC(=O)N1c2ccccc2Nc2ccccc21,-1%,?,-7%,12%,-8%,1%,·,5%
Cn1c(=NC(=O)c2ccccc2[N+](=O)[O-])sc2cccc(F)c21,9%,5%,-13%,-4%,·,-8%,-15%[10 µM],2%
O=C(Cn1cc2c(n1)CCCC2)Nc1cc(-c2cccc(Cl)c2)no1,5%,-8%,?,-5%,-6%,?,-5%,2%
O=C(N/N=C/c1cc([N+](=O)[O-])c(N2CCOCC2)cc1N1CCOCC1)c1cccnc1,-1%,5%,-2%,-2%,-6%,?,-35%[inhibitor],3%
C[C@@]1(C(NC(=O)c2ccccc2)c2ccc(-c3ccccc3)cc2)C[C@H]1C1CCCCC1 (some centres not stated),3%,·,5%,-1%,·,-8%,?,-1%

(continued)
molecule,GLA spleen mod,GAA glycogen,Tau fluor cs,Tau FP inhib,GAA inhib,Tau ThT inhib,HTT cytoprotect,GAA spleen mod
O=C(c1ccc(Cl)c(S(=O)(=O)N2CCCC2)c1)N1CCN(c2ccccc2F)CC1,-3%,-22%,-3%,2%,-1%,-4%,-2%,1%
O=C(O)Cc1cn(-c2ccccc2)nc1-c1ccccc1,4%,7%,10%,-2%,1%,10%,-16%,6%
CCOC(=O)C1(CC)CC(CSc2nc3ccccc3[nH]2)OC1=O (configuration not stated),1%,-3%,-8%,-1%,-7%,-10%,17%,4%
COc1cc([N+](=O)[O-])ccc1-c1ccc(C(=O)Nc2ccc(NC(C)=O)cc2)o1,-5%,9%,?,-6%,-6%,5µM*,32%[10 µM],-4%
OC1CC(c2ccco2)NC2(CCCCC2)C1 (configuration not stated),-17%,6%,-6%,8%,0%,-1%,-2%[10 µM],-1%
O=C(COC(=O)CCN1C(=O)/C(=C\C=C\c2ccccc2)SC1=S)Nc1cc(F)ccc1F,12%,-5%,?,1%,-7%,6.3µM*,-20%,1%
Cc1cc(-n2c(C)cc(C(=O)CCl)c2C)no1,-14%,4%,6%,8%,3%,-15%,-42%[inhibitor],2%
CNc1nnc(Sc2ncccc2[N+](=O)[O-])s1,12%,5%,-1%,1%,·,-5%,7%[10 µM],4%
CC(C)CCN(C(=S)Nc1cccc(C(F)(F)F)c1)C(C)c1ccccn1 (configuration not stated),4%,-13%,-8%,-4%,·,1%,-4%[10 µM],3%
Cc1cc2c(n1-c1ccc(C(=O)NCCc3ccc(Cl)cc3)cc1)CCC(C)C2 (configuration not stated),·,11%[76.3 µM],-12%,?,·,?,·,·

(list continues)
molecule,GLA spleen mod,GAA glycogen,Tau fluor cs,Tau FP inhib,GAA inhib,Tau ThT inhib,HTT cytoprotect,GAA spleen mod
O=C(COc1ccccc1)N/N=C/c1cc2c(cc1[N+](=O)[O-])OCO2,-9%,-1%,-16%,-7%,-4%,-15%,-32%,-7%
C/C(=N\NC(=O)C(=O)N/N=C(\C)c1cccc(O)c1)c1cccc(O)c1,-14%,?,5%,2%,?,?,-31%,-18%
O=C(O)C(O)Cc1c[nH]c2ccccc12 (configuration not stated),6%,5%,-12%,4%,-4%[15.4 µM],-8%,·,-4%
CCn1c(SCC(=O)NC(=O)NC(C)(C)C)nc2ccccc21,0%,-1%,-7%,5%,-3%,-2%,-17%,0%
COc1ccc(OCC(=O)Nc2ccc3c(c2)nc(CN2CCCC2)n3C)cc1,8%,-1%,-7%,-2%,2%,?,11%,5%
CCc1ccc(OCC(=O)N/N=C(\C)c2ccc3c(c2)OCCO3)cc1,-3%,7%,-10%,11%,-8%,?,25%[10 µM],-9%
COc1cccc(C2NC(CCSC)(C(=O)O)C3C(=O)N(C(C)C)C(=O)C23)c1O (configuration not stated),4%,-2%,-10%,-6%,2%,-13%,-2%,4%
CCn1c(N2CCN(CC(=O)c3ccc(OC)cc3)CC2)nc2ccccc21,-6%,8%,-15%,?,1%,?,9%[10 µM],-23%
COC(=O)c1ccc(CN2CCN(CCc3ccccc3)C(CCO)C2)cc1 (configuration not stated),-8%,1%,-9%,-4%,-19%,1%,6%[10 µM],-1%
O=C(NCCC[N+]1=CC=N[C@H]1c1ccccc1)N1CCCc2nc(-c3ccc(Br)cc3)ccc21,7%[17.5 µM],·,-10%[11.6 µM],-4%[11.6 µM],·,-19%[11.5 µM],-4%[10 µM],3%[17.4 µM]

Next section
molecule,GLA spleen mod,GAA glycogen,Tau fluor cs,Tau FP inhib,GAA inhib,Tau ThT inhib,HTT cytoprotect,GAA spleen mod
NC(=O)C1CCN(Cc2nc3cc(C(F)(F)F)ccc3c(=O)[nH]2)CC1,1%,3%,-3%,5%,·,-3%,0%[10 µM],-11%
CCCOc1ccc(C(=O)N2CCCC2)cc1OC,-3%,5%,-5%,-4%,1%,-2%,-6%,-8%
COC(=O)c1ccc(CSc2nc3c(c(=O)n2-c2ccc(Br)cc2)SCC3)o1,-9%,-2%,-14%,2%,-2%,-8%,4%,-9%
CN(C)S(=O)(=O)c1cccc(NC(=O)COC(=O)c2cccn2C)c1,-11%,-6%,-4%,-1%,3%,-4%,-26%,0%
Cc1ccc(OCC(=O)Nn2c(C)nc3ccccc3c2=O)c(C(C)C)c1,-2%,2%,2%,2%,-1%,5%,15%,-4%
Clc1ccc(C[n+]2cc(-c3ccccc3)n3c2CCCCC3)c(Cl)c1,-10%&-24%,5%,1%,1%,13%,-6%,-48%[inhibitor][10 µM],-5%&-20%
CC(C)Oc1ccc(CCC(=O)NNC(=S)NCc2ccccc2)cc1,6%,-18%,-15%,11%,·,-11%,15%[10 µM],1%
O=C(Cn1nnc(-c2ccccc2)n1)c1ccccc1,4%,-19%,-7%,-4%,-9%,1%,-22%,7%
CCCS(=O)(=O)c1nnnn1-c1cccc(OC)c1,14%,-2%,14%,-1%,-3%,3%,-70%[inhibitor],-22%
COc1ccccc1C(=O)NCC(=O)OC(C)C(=O)NC(=O)NC1CCCCC1 (configuration not stated),-2%,-7%,-7%,-14%,-3%,-5%,6%,-1%
COc1cc(NC(=O)Cc2noc3ccccc23)cc(OC)c1OC,·,-3%[76.3 µM],-11%,5%,·,?,·,·
CC(C)CCOc1ccccc1C(N)=O,0%,-1%,4%,1%,-8%,-1%,·,-2%
OCCN1CCN(C2Cc3cc(Cl)ccc3Sc3ccc(Cl)cc32)CC1 (configuration not stated) (tested in a mixture with another compound),-17%,-2%,-16%,-3%,?,?,5%[1.9 µM],-31%

Given with two lines to a compound: three of the compounds above.
Values run as follows: GLA spleen mod | GAA glycogen | Tau fluor cs | Tau FP inhib | GAA inhib | Tau ThT inhib | HTT cytoprotect | GAA spleen mod
> CC(=O)NNC(=O)N1Cc2ccccc2Oc2ccc(Cl)cc21
    9%&8% | · | -14%&-5% | -3%&1% | · | ? | 1% | 9%&6%
> C/C(=N\NC(=O)C(=O)N/N=C(\C)c1cccc(O)c1)c1cccc(O)c1
    -14% | ? | 5% | 2% | ? | ? | -31% | -18%
> COCCNC(=O)C(NC(=O)C1CCC(C)CC1)C(C)C (configuration not stated)
    -2% | -13% | -8% | -4% | 5% | -4% | 7% | 2%

Screening data deposited in PubChem by National Center for Advancing Translational Sciences (NCATS).
